Compound activity (PubChem)
MCF10A rereplic: A quantitative high throughput screen for small molecules that induce DNA re-replication in MCF 10a normal breast cells | MCF 10A DNA re-replication, Hoechst nuclear intensity, 48 h | hit rate 2.9% among 350,000 | AID 624296, 2012 | Potency, µM (series often up to 46.1 µM), for inactives: top-dose activity, positive = re-replication, hits mostly activators; note: potency is the fitted concentration of half-maximal effect; % of control where 0% means no effect; nearly all actives have a fitted effect of over 50% in size
ATXN2 expr inh: Primary qHTS for Inhibitors of ATXN expression | HEK-293 ATXN2-luciferase reporter, luminescence, 24 h | Potency, µM (top dose mostly 57 µM), inactives show top-dose activity change, negative = inhibition, hits mostly inhibitors | hit rate 0.72% among 360,000 | AID 1745845, 2022; note: potency is the fitted concentration of half-maximal effect; % is set by controls: 0 for no effect and ±100 for the full control effect; nearly all actives have a fitted effect of over 55% in size
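ATXN2-luciferase reporter cells (luciferase flanked by upstream and downstream ATXN2 gene portions) were treated 24 h at 37 °C with compounds at up to 57 uM. SteadyGlo luminescence gave expression; GF-AFC fluorescence gave viability.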
WRN inhibitor: qHTS for Inhibitors of WRN Helicase. Bifunctional 3'-5' exonuclease/ATP-dependent helicase WRN (Homo sapiens), Q14191. WRN helicase unwinding, fluorescent forked duplex, kinetic. Potency, µM (titrated, usually from 114 µM), for inactives: top-dose activity change, negative = inhibition, actives largely listed as inhibitors. hit rate 0.46% among 360,000. AID 651768, 2012; note: potency is the fitted concentration of half-maximal effect; % is set by controls: 0 for no effect and ±100 for the full control effect; nearly all actives have a fitted effect of over 55% in size
Target sequence (Q14191 whole entry, looked up): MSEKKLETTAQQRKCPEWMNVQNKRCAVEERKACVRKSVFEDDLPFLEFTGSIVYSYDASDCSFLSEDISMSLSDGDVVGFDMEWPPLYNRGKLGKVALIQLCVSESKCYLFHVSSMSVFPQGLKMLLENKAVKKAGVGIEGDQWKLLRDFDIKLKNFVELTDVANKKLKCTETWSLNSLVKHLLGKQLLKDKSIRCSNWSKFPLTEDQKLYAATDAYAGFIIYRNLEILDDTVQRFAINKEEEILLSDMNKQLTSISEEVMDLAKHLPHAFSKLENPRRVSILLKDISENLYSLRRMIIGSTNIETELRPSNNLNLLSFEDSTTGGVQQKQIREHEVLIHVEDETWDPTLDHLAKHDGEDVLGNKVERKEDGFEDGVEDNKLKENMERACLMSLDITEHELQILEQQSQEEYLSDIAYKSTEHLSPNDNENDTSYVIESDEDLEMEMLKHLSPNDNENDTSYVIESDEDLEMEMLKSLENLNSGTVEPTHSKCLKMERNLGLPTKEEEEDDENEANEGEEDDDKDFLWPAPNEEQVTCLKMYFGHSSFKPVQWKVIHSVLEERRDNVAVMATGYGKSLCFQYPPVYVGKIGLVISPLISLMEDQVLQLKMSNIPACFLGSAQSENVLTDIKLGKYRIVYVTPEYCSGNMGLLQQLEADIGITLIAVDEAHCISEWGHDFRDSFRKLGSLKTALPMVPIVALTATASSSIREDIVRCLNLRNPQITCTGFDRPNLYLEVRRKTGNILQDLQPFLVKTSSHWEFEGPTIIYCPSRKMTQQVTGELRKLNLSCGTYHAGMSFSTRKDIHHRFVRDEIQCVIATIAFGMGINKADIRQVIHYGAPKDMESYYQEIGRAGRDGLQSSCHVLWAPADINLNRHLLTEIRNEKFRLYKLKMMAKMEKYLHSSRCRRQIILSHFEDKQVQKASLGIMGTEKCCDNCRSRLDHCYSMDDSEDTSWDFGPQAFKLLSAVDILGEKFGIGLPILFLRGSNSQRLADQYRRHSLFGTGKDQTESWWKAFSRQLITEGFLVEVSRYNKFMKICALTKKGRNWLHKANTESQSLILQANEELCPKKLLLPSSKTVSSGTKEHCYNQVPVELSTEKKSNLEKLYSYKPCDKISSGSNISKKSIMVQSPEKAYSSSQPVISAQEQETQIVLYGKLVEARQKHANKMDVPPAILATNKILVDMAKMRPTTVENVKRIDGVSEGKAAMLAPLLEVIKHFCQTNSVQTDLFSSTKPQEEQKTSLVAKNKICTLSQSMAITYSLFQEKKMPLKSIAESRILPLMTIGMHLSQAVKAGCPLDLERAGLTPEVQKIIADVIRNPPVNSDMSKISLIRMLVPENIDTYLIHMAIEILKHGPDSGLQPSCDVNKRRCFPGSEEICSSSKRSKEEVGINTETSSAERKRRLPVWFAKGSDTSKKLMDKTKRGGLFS
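Enzyme (20 nM final) and test compound sit together 15 min at room temperature before substrate addition. Substrate is a single-forked duplex oligonucleotide (100 nM) labelled with fluorophore and quencher, with 2 mM ATP; helicase unwinding raises red fluorescence, read kinetically.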
KB-3-1 cytotox: qHTS assay for MDR1-selective chemotherapeutics: Primary screen using the parental adenocarcinoma cell KB-3-1; Potency, µM (doses to about 46.1 µM), for the others: at the highest dose activity change, negative = cytotoxic, actives largely listed as cytotoxic; KB-3-1 viability, CellTiter-Glo ATP luminescence, 72 h; hit rate 1.4% among 400,000; note: potency is the fitted concentration of half-maximal effect; % is set by controls: 0 for no effect and ±100 for the full control effect; nearly all actives have a fitted effect of over 60% in size
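Parental KB-3-1 viability, qHTS format: 72 h compound exposure, 37 °C; CellTiter-Glo; media-only wells and DMSO plates as controls; concentration-effect fits on corrected data.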
KB-V1 MDR tox: qHTS assay for MDR1-selective chemotherapeutics: Primary screen using the drug-selected MDR subline cells KB-V1. KB-V1 MDR cells viability, CellTiter-Glo, 72 h. AID 1347076, 2019. Potency, µM (series often up to 46.1 µM), inactives show top-dose activity change, negative = cytotoxicity, usual class: cytotoxic. hit rate 3.4% among 400,000; note: potency is the fitted concentration of half-maximal effect; % is set by controls: 0 for no effect and ±100 for the full control effect; nearly all actives have a fitted effect of over 60% in size
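Drug-selected KB-V1 cells, grown in DMEM lacking phenol red with 10% FBS, receive compound titrations; after three days at 37 degrees C, surviving cell ATP is quantified by CellTiter-Glo luminescence and responses normalized and curve-fitted.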
HT1080 IDH1KD tx: qHTS for induction of synthetic lethality in tumor cells producing 2HG: qHTS for the HT-1080-IDH1KD cell line. HT-1080 IDH1 knockdown viability, ATP luminescence, 48 h. Potency, µM (series often up to 46.1 µM), without a hit: top-dose activity, negative = toxicity, most hits filed as cytotoxic. hit rate 2% among 360,000;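 note: potency is the fitted concentration of half-maximal effect; 0% = DMSO wells and -100% = cell-free medium wells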
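Cytotoxicity counter-line: IDH1KD HT-1080, 48 h, CellTiter-Glo. Curves classed by r2, magnitude and activity.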
IL-1B inflam inh: qHTS for Inhibitors of Inflammasome Signaling: IL-1-beta AlphaLISA Primary Screen; THP-1 LPS/ATP IL-1B secretion, AlphaLISA, 16 h; hits give low values; activity change, % at 57.5 µM; hit rate 4.7% among 360,000; AID 743279, 2014; in the data active = activity change below about -50%; inconclusive = mostly about -30% to -49%; note: % is set by controls: 0 for no effect and ±100 for the full control effect
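Secreted IL-1B measured by AlphaLISA bead assay after 16 h compound exposure of THP-1 cells; compounds (final up to 57.5 uM) added 1 h before LPS (250 ng/mL) and ATP (1.25 mM) stimulation; lower signal means less secretion.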
SW480 rereplic: A quantitative high throughput screen for small molecules that induce DNA re-replication in SW480 colon adenocarcinoma cells | SW480 DNA re-replication, Hoechst DNA content imaging, 48 h | Potency, µM (series often up to 46.1 µM), for inactives: top-dose re-replication activation, usual class: activators | hit rate 1.8% among 340,000; note: potency is the fitted concentration of half-maximal effect; % of control where 0% means no effect; nearly all actives have a fitted effect of over 55% in size
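DNA re-replication was detected as more nuclei of elevated Hoechst intensity after 48 hr exposure to compound (23 nL pinned per well of 250 cells).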
HT1080-NT tox: qHTS for induction of synthetic lethality in tumor cells producing 2HG: qHTS for the HT-1080-NT fibrosarcoma cell line; HT-1080-NT fibrosarcoma viability, CellTiter-Glo ATP luminescence, 48 h; Potency, µM (doses to about 46.1 µM), for inactives: top-dose activity, negative = less viability, actives largely listed as cytotoxic; hit rate 1.6% among 360,000; AID 686970, 2013;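 note: NT is the 2HG producing partner of a matched IDH1 knockdown line; potency is the fitted concentration of half-maximal effect; 0% = DMSO-treated cells and -100% = media-only wells without cells; nearly all actives have a fitted effect of over 55% in size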
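Fibrosarcoma NT cells, 750 per well in 5% FBS RPMI, were exposed to compound for 48 hours. Viability: CellTiter-Glo luminescence.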
* = called active by the depositor; ? = inconclusive; . = not tested or not shown; [ ] = remark or other dose. Unless noted, calls come from the whole dose curve; as a rule, active = well fitted curve in the direction sought with a large enough effect; inconclusive = small, poorly fitted or top-dose-only effect, or another doubt; inactive = no such curve, though single readings can be large; an effect the other way counts as inactive or inconclusive.

No. | Structure | IL-1B inflam inh | ATXN2 expr inh | SW480 rereplic | HT1080-NT tox | KB-V1 MDR tox | MCF10A rereplic | KB-3-1 cytotox | HT1080 IDH1KD tx | WRN inhibitor
1 | COCCCNC(=O)CCc1nc(-c2ccccc2)no1 | 23 | 3% | -8% | -2% | -1% | 0% | 0% | -1% | 2%
2 | CCC(NC(=O)c1ccccc1NC(=O)c1ccccc1)C(=O)OC (stereo unspecified) | -6 | . | ? | -4% | -30% | 0% | -3% | -1% | -1%
3 | O=C(CSc1nnnn1C1CC2C=CC1C2)Nc1ccc(C(=O)O)cc1 (stereo unspecified) | 5 | 1% | 2% | 0% | 2% | -2% | -8% | 2% | -10%
4 | COC(=O)CNC(c1ccccc1)c1cc(Br)ccc1NC(C)=O (stereo unspecified) | -6 | 11%[11.3 µM] | -14% | -9% | 17% | 0% | -3% | 2% | -6%
5 | O=C(NCCS(=O)(=O)NCCc1ccccc1)c1ccccc1 | 0 | 6% | -5% | -1% | 16µM* | 0% | 0% | -4% | 4%
6 | COc1ccccc1C1NC(=O)c2ccccc2O1 (stereo unspecified) | -27 | -8% | -4% | 4% | -16% | ? | -1% | -4% | -3%
7 | CCCCCc1c(-c2cccc(Br)c2)ncn1CCc1ccccc1OC | -28 | ? | . | ? | 12µM* | . | ? | 18µM* | -9%
8 | CCOC(=O)c1cccc(NC(=O)C2CCCN2S(=O)(=O)c2cccc3cccnc23)c1 (stereo unspecified) | 24 | -12% | 3% | -2% | ? | 7% | 9% | 0% | 1%
9 | CCOC(=O)c1cc2ccc(OC)c(OC)c2c(=O)s1 | -10 | 10% | -1% | 11% | 0% | -1% | 13% | 2% | -4%
10 | CCOc1ncccc1C(=O)NC(C)CCc1ccccc1 (stereo unspecified) | 14 | 3% | -6% | 0% | 9% | -7% | -13% | -1% | -3%
11 | Cc1cccc(C(CC(=O)O)n2cccc2)c1 (stereo unspecified) | 9 | 10% | -1% | 11% | -4% | 16% | 9% | 6% | -9%
12 | COc1ccc(S(=O)(=O)N2CCCCC2)cc1C(=O)N1CCCC1 | 14 | -12% | 1% | 8% | 2% | 1% | -4% | 26% | 1%
13 | CC(=O)c1cccc(NC(=O)CSc2nnc(C(C)N(C)C)n2-c2ccc(F)cc2)c1 (stereo unspecified) | 12 | 14% | -2% | 10% | -28% | 14% | 2% | 10% | 1%
14 | CCCc1nc2c3ccccc3ccn2c1CC1CCCCC1 | 0 | ? | . | ? | 17% | . | 0% | ? | 4%
15 | COc1ccc(Cc2nnc(NC(C)=O)s2)cc1 | 0 | -1% | -17% | -1% | -2% | 14% | 8% | 1% | -7%
16 | CCCCCn1c(=O)[nH]c2cc(C(=O)NCCN3C(C)CCCC3C)ccc2c1=O (stereo unspecified) | 2 | -25% | ? | -5% | 2% | -8% | -1% | ? | -10%
17 | CCC1CCCCN1S(=O)(=O)c1ccc(-n2cnnn2)c(C)c1 (stereo unspecified) | 17 | -6% | 0% | -8% | -5% | 1% | 9% | -9% | 0%[57.1 µM]
18 | CCN(CC)c1ccc(NC(=O)Nc2ccccc2C(F)(F)F)cc1 | -7 | 5% | ? | 16% | 0% | -1% | 13% | 15% | -5%
19 | COc1ccccc1C(=O)N1CCN(S(=O)(=O)Cc2ccccc2)CC1 | 24 | 2% | -7% | 9% | -4% | ? | 4% | 5% | 1%
20 | CCCN(CC1CC1)C(=S)Nc1ccccc1F | -12 | 5% | 10%[1.84 µM] | 18% | -16% | 4% | -5% | 0% | 1%[57.1 µM]
21 | CCN1C=C(C(=O)OC)C(c2cccc(OC)c2OC)C(C(=O)OC)=C1 | 24 | -7% | 16µM* | 0% | ? | ? | -3% | 13% | 0%
22 | COc1ccc(NC(=S)NC2CC3CCCC(C2)N3C2CC2)cc1 (stereo unspecified) | -11 | . | -26% | -2% | -7% | -2% | 1% | 1% | -4%
23 | CC1CC(C)CN(C(=O)c2cn(C)c3ccc(S(=O)(=O)N(C)C)cc3c2=O)C1 (stereo unspecified) | 24 | 2% | 2% | 3% | ? | 4% | 2% | 0% | 9%
24 | O=C(CN1C(=O)CCOc2ccccc21)Nc1ccc(Cl)c(S(=O)(=O)N2CCOCC2)c1 | -14 | . | -4% | 3% | ? | 2% | -2% | 0% | -4%
25 | O=C(CSc1nnc(SCc2ccc(Cl)cc2)s1)N/N=C/c1ccccc1Cl | 0 | 11% | . | -3% | -6% | ? | 0% | -16% | -22%
26 | CC(=O)Nc1ccc(S(=O)(=O)NC2CCCCCC2)cc1 | 3 | -8% | -6% | -5% | -1% | 22% | 4% | -6% | 10%
27 | COc1ccc([C@H]2C(C(=O)O)=C[C@@H](C(C)(C)C)N2S(=O)(=O)c2ccc(C)cc2)cc1OC | 37 | -5% | 5%[9.22 µM] | -7% | ? | -45%[inhibitor] | 13% | -1% | -6%
28 | COc1ccc2[nH]cc(CCN3C(=O)CCC3=O)c2c1 | -9 | 0% | 2% | 17% | ? | -3% | 6% | 20% | 0%
29 | O=C(NCCc1ccccc1Cl)C1CCC(=O)N(CC2CCCCC2)C1 (stereo unspecified) | 12 | -2% | -13% | 14% | 5% | -2% | 26% | 21% | 2%
30 | Cc1ccc(CN(C)C(=O)c2ccc(NS(=O)(=O)c3ccc4[nH]c(=O)[nH]c4c3)cc2)cc1 | -7 | 10% | -4% | -1% | ? | -1% | 21% | 6% | -21%
31 | CCOc1cccc(C(=O)NC(c2ccccc2)C(C)C)c1 (stereo unspecified) | -4 | -1% | -6% | 7% | 0% | -21% | 17% | 11% | -2%
32 | Clc1ncc2[nH]cnc2n1 | -5 | -17% | -5% | 7% | 11% | 2% | 15% | 6% | 13%[57.1 µM]
33 | CC(=O)Nc1cccc(NS(=O)(=O)c2ccccc2[N+](=O)[O-])c1 | -12 | 10% | 18% | 0% | 4% | 0% | 0% | 1% | -12%
34 | COC(=O)c1ccc(CN2CCCC(C(=O)Nc3cccc(-n4cccn4)c3)C2)cc1 (stereo unspecified) | 17 | -16% | -15% | -14% | -2% | 5% | -15% | -13% | -21%
35 | CCOc1ccccc1N(C)S(=O)(=O)c1ccc2c(c1)CCN2C(=O)CCC(=O)O | 9 | 2% | -15% | 0% | 0% | 0% | 1% | 5% | -2%
36 | CN1CC(=O)N(CC(=O)Nc2ccc(SC(F)F)cc2)C1=O | -7 | -6% | -3% | 5% | 6% | 0% | 0% | 6% | 3%
37 | Cc1cc2c3c(c1C)C1(C(=O)N3C(C)(C)CC2C)C(C#N)=C(N)OC2=C1C(=O)CC(C)(C)C2 (stereo unspecified) | -9 | 3% | ? | 5% | 1% | ? | 2% | 2% | -4%
38 | CN1CCN(c2nc(-c3ccc(Cl)cc3)nc3ccccc23)CC1 | -89* | -21% | 0% | -9% | -1% | 1% | 5% | 4% | 0%
39 | COc1ccc(NC(=S)N(CCN(C)C)C(C)c2ccncc2)cc1Cl (stereo unspecified) | ? | 17% | -31%[inhibitor] | -21% | -6% | 21% | -2% | 5% | -10%
40 | COc1ccc(CCNC(=O)C(=O)NCC2CCNCC2)cc1OC | 0 | -16% | -11% | 1% | ? | 0% | -2% | 0% | 7%
41 | Cc1ccc(C(=O)NCC(=O)OCn2nnc3ccccc3c2=O)cc1 | -2 | 0% | -27% | 2%[9.24 µM] | 0% | 3% | 9% | -1% | -4%
42 | Cc1ccnc(NS(=O)(=O)Cc2ccccc2)c1 | 17 | 2% | 0% | 15% | 23% | 1% | 11% | 1% | 4%
43 | COc1ccc(/C=C/C(=O)OCC(=O)NCc2cccs2)cc1OC | -5 | 5% | ? | -1% | -11% | 20% | -9% | 4% | -2%
44 | CCN1C(=O)[C@H]2[C@@H](c3ccc(-c4ccccc4)cc3)N[C@@](Cc3ccccc3)(C(=O)OC)[C@H]2C1=O | -53* | -1% | -11% | 21% | 5% | -6% | -9% | -1% | -6%
45 | O=[N+]([O-])c1ccc2c(c1)C(=NO)c1cc(Cl)c(Cl)cc1-2 | 4 | -14% | -1% | 18% | ? | 1% | ? | 5% | -1%
46 | CCCCn1c(N)c(N(CCOC)C(=O)C2CC(=O)N(c3ccc(CC)cc3)C2)c(=O)[nH]c1=O (stereo unspecified) | -13 | -2% | 5% | -5%[9.24 µM] | ? | 14% | -23% | 3% | 1%
47 | CCCc1ccc(Oc2cc(Cl)nc(N)n2)cc1 | 8 | 27% | -4% | 13% | 14% | -11% | 14% | 15% | -3%
48 | CCN(CC(=O)Nc1ccc(NC(C)=O)cc1)C(=O)CCCc1nc2ccccc2s1 | 14 | 2% | 6% | -1% | -9% | -4% | 13% | 14% | 9%
49 | O=C(Nc1cc(S(=O)(=O)N2CCCCC2)ccc1Cl)C1COc2ccccc2O1 (stereo unspecified) | -6 | 1% | -4% | -6% | 15µM* | 4% | -6% | 1% | ?

Exported with one line to a screen: entries from further up
[30] Cc1ccc(CN(C)C(=O)c2ccc(NS(=O)(=O)c3ccc4[nH]c(=O)[nH]c4c3)cc2)cc1
[38] CN1CCN(c2nc(-c3ccc(Cl)cc3)nc3ccccc23)CC1
screen / no. | 30 | 38
IL-1B inflam inh | -7 | -89*
ATXN2 expr inh | 10% | -21%
SW480 rereplic | -4% | 0%
HT1080-NT tox | -1% | -9%
KB-V1 MDR tox | ? | -1%
MCF10A rereplic | -1% | 1%
KB-3-1 cytotox | 21% | 5%
HT1080 IDH1KD tx | 6% | 4%
WRN inhibitor | -21% | 0%
